Assay outcomes as filed in PubChem.
TROY signal inh – TROY signaling inhibition; Q293 LMP1-TROYcd NF-kB luciferase reporter, 4 h; inhibition, % at 10 µM; 0.98% of 360,000 active; AID 1347056;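 active = compounds whose plate-normalised and pattern-corrected inhibition of the luciferase reporter signal at the single screening dose is 50% or more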
CF NFkB block – cystic fibrosis NF-kB activation inhibition. KKLEB NF-kB-GFP reporter, PAF-induced, GFP fluorescence overnight. inhibition, % at 5 µM. 0.86% of 360,000 active;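 active = at least 50% inhibition at 5 µM, scaled per plate between neutral and stimulator controls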;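 note: PAF is a Pseudomonas aeruginosa culture filtrate used as stimulus; plate controls were PAF-stimulated DMSO wells for no effect and unstimulated DMSO wells for full effect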
LMP1 NFkB inh – Epstein-Barr LMP1 NF-kappaB reporter inhibition. LMP1-induced NF-kappaB luciferase reporter cells, luminescence. inhibition, % at 12.5 µM. 0.69% of 350,000 active. AID 504558; in the data active = inhibition above about 41%;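 note: 0% = neutral control wells and 100% = reference inhibitor control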
Shn3 3UTR inh – Schnurri-3 reporter inhibition in Clone20 osteoblasts | Clone20 osteoblast Shn3 3'UTR firefly luciferase, 24 h | inhibition, % at 12.5 µM | 0.52% of 360,000 active | AID 588674;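 active = mean inhibition of at least 75% with every replicate also reaching 75%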;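 note: 0% = median of neutral control wells and 100% = pilot-screen positive control compound; some compounds past the cut are filed as inactive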
NCOA3 inh – human NCOA3 inhibition | inhibition, % at 3.6 µM | 0.17% of 360,000 active | HEK293 GAL4-SRC3 luciferase reporter, luminescence | AID 588352;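 active = inhibition above a per-campaign cutoff, the mean of all compounds plus 3 SD, cut at about 60% in these data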;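 note: 0% = DMSO-treated cells and 100% = gossypol-treated cells at 36 µM; higher means less SRC3-driven luciferase light from the GAL4 reporter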
NR5A2 inv ag – suppresses constitutive activity of human LRH-1 | inhibition, % at 3.6 µM | 0.13% of 360,000 active | AID 602396 | O00482 | HEK293T StAR-luciferase reporter, LRH-1 transfected, 24 h;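 active = inhibition above the mean inhibition of all tested compounds plus 3 SD, cut at about 73% in these data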;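 note: 0% = DMSO wells and 100% = reporter-only cells lacking LRH-1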
TWEAK Fn14 block – TWEAK-Fn14 signaling inhibition; TWEAK-stimulated Fn14 reporter cells, luciferase luminescence, 8 h; inhibition, % at 10 µM; 2% of 360,000 active; in the data active = inhibition above about 50%
NR2F2 inh – inhibitors of human COUP-TFII (NR2F2) | P24468 | HEK293T NGFI-A luciferase reporter, luminescence | inhibition, % at 8.6 µM | 0.7% of 370,000 active | AID 686940;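 active = inhibition above a per-plate cutoff, mean inhibition of test wells between control levels plus 3 SD, cut at about 38% in these data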;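 note: cells cotransfected with COUP-TFII expression vector driving the NGFI-A reporter; 0% = median of COUP-TF2 test wells and 100% = reporter-only cells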
KKLEB tox – counter-screen for CF NF-kB inhibitors: cytotoxicity. KKLEB CF airway cells viability, ATPlite luminescence, overnight; active compounds read low; cells stimulated with P. aeruginosa culture filtrate. activity change (cytotoxicity), % at 5 µM. 0.36% of 360,000 active;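 active = corrected activity change at or below -50% at 5 µM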
NCOA1 inh – human NCOA1 inhibition; inhibition, % at 3.6 µM; Q15788; 0.12% of 360,000 active; HEK293 GAL4-SRC1 luciferase reporter, luminescence;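 active = inhibition above the campaign mean plus 3 SD, with each screening campaign given its own cutoff, cut at about 60% in these data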;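 note: 0% = DMSO treated cells and 100% = gossypol at 36 µM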
Target sequence (Q15788 whole entry, looked up, the tested form may be a part): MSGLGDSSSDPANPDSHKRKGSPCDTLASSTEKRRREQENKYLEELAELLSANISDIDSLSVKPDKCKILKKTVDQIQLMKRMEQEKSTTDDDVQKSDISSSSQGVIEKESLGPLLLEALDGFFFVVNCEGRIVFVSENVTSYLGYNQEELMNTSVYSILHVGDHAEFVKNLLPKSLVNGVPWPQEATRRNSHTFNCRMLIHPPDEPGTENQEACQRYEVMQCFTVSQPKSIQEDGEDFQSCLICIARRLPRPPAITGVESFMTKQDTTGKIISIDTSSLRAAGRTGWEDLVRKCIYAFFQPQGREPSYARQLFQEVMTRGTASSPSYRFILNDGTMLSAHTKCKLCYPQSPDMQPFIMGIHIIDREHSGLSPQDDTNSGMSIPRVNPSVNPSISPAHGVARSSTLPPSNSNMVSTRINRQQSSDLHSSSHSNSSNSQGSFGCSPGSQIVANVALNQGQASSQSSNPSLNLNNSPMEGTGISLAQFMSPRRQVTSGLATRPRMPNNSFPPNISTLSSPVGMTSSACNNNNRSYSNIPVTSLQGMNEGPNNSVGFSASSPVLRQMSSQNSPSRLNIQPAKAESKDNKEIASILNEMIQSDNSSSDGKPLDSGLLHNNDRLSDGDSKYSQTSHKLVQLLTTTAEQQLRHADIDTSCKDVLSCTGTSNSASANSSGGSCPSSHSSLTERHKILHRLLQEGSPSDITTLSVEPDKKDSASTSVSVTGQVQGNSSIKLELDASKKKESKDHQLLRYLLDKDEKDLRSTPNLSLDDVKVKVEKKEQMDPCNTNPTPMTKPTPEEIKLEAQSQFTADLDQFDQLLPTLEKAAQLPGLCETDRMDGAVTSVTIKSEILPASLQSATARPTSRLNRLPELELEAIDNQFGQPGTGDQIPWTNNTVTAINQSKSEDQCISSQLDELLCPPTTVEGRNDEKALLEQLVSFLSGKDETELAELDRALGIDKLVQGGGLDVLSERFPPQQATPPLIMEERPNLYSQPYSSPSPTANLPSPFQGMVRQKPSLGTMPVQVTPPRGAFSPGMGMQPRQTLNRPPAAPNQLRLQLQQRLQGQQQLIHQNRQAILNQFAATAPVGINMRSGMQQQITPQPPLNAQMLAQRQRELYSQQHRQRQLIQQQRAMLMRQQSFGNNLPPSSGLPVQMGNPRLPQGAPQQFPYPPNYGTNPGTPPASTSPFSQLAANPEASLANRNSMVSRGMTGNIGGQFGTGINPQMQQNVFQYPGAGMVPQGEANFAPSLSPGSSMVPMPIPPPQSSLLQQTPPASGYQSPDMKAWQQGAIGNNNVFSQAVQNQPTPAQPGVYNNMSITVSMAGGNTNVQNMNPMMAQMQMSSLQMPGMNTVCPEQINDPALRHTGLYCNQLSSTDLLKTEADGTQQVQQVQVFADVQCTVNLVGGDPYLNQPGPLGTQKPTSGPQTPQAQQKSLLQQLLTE
C8 TRAIL sens – caspase-8 TRAIL sensitization | AID 624354 | 1% of 360,000 active | NB7+C8 cells + TRAIL, ATPlite viability luminescence | inhibition (viability loss, TRAIL sensitization), % at 10 µM;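 active = compounds causing at least 50% loss of cell viability in the single-dose screen, relative to plate controls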
Starred values were filed as active, the others as inactive. These rows are one share of the data; rates above refer to the full screens.

COCCn1nnnc1C(c1cccs1)N1CCN(c2nc3ccccc3s2)CC1 (stereo not drawn) was read as TROY signal inh -5, CF NFkB block 0, LMP1 NFkB inh -13, Shn3 3UTR inh 4, NCOA3 inh -6, NR5A2 inv ag -3, TWEAK Fn14 block -4, NR2F2 inh -5, KKLEB tox -5, NCOA1 inh 10 and C8 TRAIL sens -27.
Screening Cc1cc(C)n(CC(=O)NNC(=O)COc2ccc(Br)cc2F)n1 returned TROY signal inh -4, CF NFkB block 0, LMP1 NFkB inh 4, Shn3 3UTR inh -16, NCOA3 inh 6, NR5A2 inv ag -16, TWEAK Fn14 block -34, NR2F2 inh -9, KKLEB tox -8, NCOA1 inh 3 and C8 TRAIL sens 15.
Screening CCNC(=O)C1(C)CCCN(Cc2csc(-c3ccc(Cl)cc3)n2)C1 (stereo not drawn) returned TROY signal inh -13, CF NFkB block 47, Shn3 3UTR inh 35, NCOA3 inh -5, NR5A2 inv ag 32, TWEAK Fn14 block -60, NR2F2 inh 30, KKLEB tox 2, NCOA1 inh 0 and C8 TRAIL sens 7.
For Cc1cc(=O)[nH]c(/N=C(\N)Nc2ccc(SC(F)F)cc2)n1 the results were TROY signal inh -1, CF NFkB block -2, LMP1 NFkB inh 1, Shn3 3UTR inh -9, NCOA3 inh 16, NR5A2 inv ag 12, TWEAK Fn14 block 9, NR2F2 inh 4, KKLEB tox 9, NCOA1 inh 16 and C8 TRAIL sens -4.
For O=C(c1ccccc1)c1cccn1CC(=O)N1CCN(c2ccccc2)CC1 the results were TROY signal inh 3, CF NFkB block 17, LMP1 NFkB inh -1, Shn3 3UTR inh 3, NCOA3 inh 11, NR5A2 inv ag 4, TWEAK Fn14 block 17, NR2F2 inh 11, KKLEB tox 5, NCOA1 inh -2 and C8 TRAIL sens -37.
COc1cc(NC(=O)C2CC(=O)N(CCc3ccc(F)cc3)C2)cc(OC)c1OC (stereo not drawn) was read as TROY signal inh -9, CF NFkB block 10, LMP1 NFkB inh -2, Shn3 3UTR inh 1, NCOA3 inh -24, NR5A2 inv ag 7, TWEAK Fn14 block 26, NR2F2 inh -2, KKLEB tox -6, NCOA1 inh -20 and C8 TRAIL sens -11.
Screening COc1ccc(-c2nc(C#N)c(N3CCc4ccccc4C3)o2)cc1OC returned TROY signal inh 28, CF NFkB block 12, LMP1 NFkB inh 22, Shn3 3UTR inh 26, NCOA3 inh 7, NR5A2 inv ag -28, TWEAK Fn14 block 27, NR2F2 inh 8, KKLEB tox -8, NCOA1 inh 0 and C8 TRAIL sens 3.
C=CC[C@@H](CC(=O)N(CCO)Cc1ccccc1)C(=O)NC[C@@H](OC(=O)[C@@H](CC=C)CC(=O)OC(C)(C)C)c1ccccc1 was read as TROY signal inh 7, CF NFkB block -12, LMP1 NFkB inh 4, Shn3 3UTR inh 27, NCOA3 inh -6, NR5A2 inv ag 10, TWEAK Fn14 block 9, NR2F2 inh 2, KKLEB tox 13, NCOA1 inh 0 and C8 TRAIL sens 8.
For OCCN(Cc1ccccc1)Cc1cccc(C(F)(F)F)c1 the results were TROY signal inh 10, CF NFkB block -1, LMP1 NFkB inh -5, Shn3 3UTR inh -1, NCOA3 inh -1, NR5A2 inv ag 9, TWEAK Fn14 block 11, NR2F2 inh 4, KKLEB tox 0, NCOA1 inh 3 and C8 TRAIL sens -15.
Screening Cc1ccc(NC(=O)CCC2CC(C)(C)OC2=O)cc1 (stereo not drawn) returned TROY signal inh -5, CF NFkB block -2, LMP1 NFkB inh -5, Shn3 3UTR inh 0, NCOA3 inh -10, NR5A2 inv ag -6, TWEAK Fn14 block 4, NR2F2 inh -12, KKLEB tox 2, NCOA1 inh -3 and C8 TRAIL sens 2.
`COc1cc(C(=O)Nc2ccc(C(F)(F)F)cc2)ccc1OCC(=O)N1CCOCC1` gave TROY signal inh -34, CF NFkB block 28, LMP1 NFkB inh -4, Shn3 3UTR inh -8, NCOA3 inh -19, NR5A2 inv ag -41, TWEAK Fn14 block -13, NR2F2 inh -2, KKLEB tox 8, NCOA1 inh -48 and C8 TRAIL sens -2.
COc1ccc(C(C)=O)cc1COC(=O)CCC(=O)N(CC(C)C)c1c(N)n(CC(C)C)c(=O)[nH]c1=O was read as TROY signal inh -13, CF NFkB block -11, LMP1 NFkB inh -6, Shn3 3UTR inh 1, NCOA3 inh 7, NR5A2 inv ag 7, TWEAK Fn14 block -2, NR2F2 inh -13, KKLEB tox 8, NCOA1 inh 3 and C8 TRAIL sens 8.
`O=S(=O)(NCc1cccnc1)c1ccc(Cl)nc1` gave TROY signal inh 0, CF NFkB block 3, LMP1 NFkB inh -9, Shn3 3UTR inh -1, NCOA3 inh 5, NR5A2 inv ag 9, TWEAK Fn14 block 33, NR2F2 inh -5, KKLEB tox 3, NCOA1 inh 12 and C8 TRAIL sens 11.
Screening Cc1cccc(CCNS(=O)(=O)c2ccc3c(c2)NC(=O)CO3)c1 returned TROY signal inh 5, CF NFkB block -5, LMP1 NFkB inh -2, Shn3 3UTR inh -6, NCOA3 inh 13, NR5A2 inv ag 10, TWEAK Fn14 block 5, NR2F2 inh 1, KKLEB tox 4, NCOA1 inh -5 and C8 TRAIL sens -6.
For C=CCN1C(=O)C(CC(=O)Nc2ccccc2)SC1=Nc1ccc(S(N)(=O)=O)cc1 (stereo not drawn) the results were TROY signal inh -14, CF NFkB block -14, LMP1 NFkB inh -3, Shn3 3UTR inh 9, NCOA3 inh 16, NR5A2 inv ag 11, TWEAK Fn14 block 1, NR2F2 inh 14, KKLEB tox -22, NCOA1 inh 12 and C8 TRAIL sens -7.
`CCN(CC)CCOC(=O)c1ccc(NC(=O)CCNC(=O)Cn2ccc3ccccc3c2=O)cc1` gave TROY signal inh 3, CF NFkB block -1, LMP1 NFkB inh 1, Shn3 3UTR inh -6, NCOA3 inh -19, NR5A2 inv ag -1, TWEAK Fn14 block -3, NR2F2 inh 7, KKLEB tox -1, NCOA1 inh -16 and C8 TRAIL sens 4.
`COc1ccc(NC(=S)NCCc2c[nH]c3ccccc23)c(OC)c1` gave TROY signal inh 3, CF NFkB block -2, LMP1 NFkB inh -36, Shn3 3UTR inh -17, NCOA3 inh 14, NR5A2 inv ag 1, TWEAK Fn14 block -15, NR2F2 inh 8, KKLEB tox -6, NCOA1 inh -42 and C8 TRAIL sens -6.
For Cc1ccc(CNC(=O)C(=O)Nc2nccs2)cc1 the results were TROY signal inh -39, CF NFkB block 1, LMP1 NFkB inh 1, Shn3 3UTR inh -7, NCOA3 inh 7, NR5A2 inv ag -14, TWEAK Fn14 block 1, NR2F2 inh 13, KKLEB tox -3, NCOA1 inh -3 and C8 TRAIL sens -2.
`Cc1ccc(C2(CC(=O)O)CCOC(C)(C)C2)cc1` (stereo not drawn) gave TROY signal inh 8, CF NFkB block -10, LMP1 NFkB inh -18, Shn3 3UTR inh 11, NCOA3 inh 9, NR5A2 inv ag -8, TWEAK Fn14 block 1, NR2F2 inh -8, KKLEB tox -2, NCOA1 inh 6 and C8 TRAIL sens -7.
For CCOc1ccc(CN2CCNC(=O)C2CC(=O)NCCN2CCOC2=O)cc1 (stereo not drawn) the results were TROY signal inh 0, CF NFkB block 11, LMP1 NFkB inh -5, Shn3 3UTR inh -12, NCOA3 inh 1, NR5A2 inv ag -4, TWEAK Fn14 block 3, NR2F2 inh -6, KKLEB tox 3, NCOA1 inh -7 and C8 TRAIL sens 21.
For COc1cc(/C=C/C(=O)NCCc2ccc(S(N)(=O)=O)cc2)ccc1OCC#N the results were TROY signal inh 26, CF NFkB block 23, LMP1 NFkB inh -9, Shn3 3UTR inh -9, NCOA3 inh -12, NR5A2 inv ag 4, TWEAK Fn14 block -11, NR2F2 inh -1, KKLEB tox 12, NCOA1 inh 3 and C8 TRAIL sens -12.
Screening CC(=O)c1sc(NC(=O)CS(=O)(=O)c2ccccc2)nc1C returned TROY signal inh -15, CF NFkB block -26, LMP1 NFkB inh -2, Shn3 3UTR inh -18, NCOA3 inh -27, NR5A2 inv ag -18, TWEAK Fn14 block -11, NR2F2 inh -1, KKLEB tox 2, NCOA1 inh -24 and C8 TRAIL sens -9.
Screening NC(=O)C1(Nc2ccc(-c3ccccc3)cc2)CCCC1 returned TROY signal inh -26, CF NFkB block 11, LMP1 NFkB inh 0, Shn3 3UTR inh -12, NCOA3 inh -35, NR5A2 inv ag -42, TWEAK Fn14 block -4, NR2F2 inh -12, KKLEB tox 5, NCOA1 inh -10 and C8 TRAIL sens -8.
COc1ccc(Br)c(C(=O)OCC(=O)NC2CC2)c1 was read as TROY signal inh -1, CF NFkB block -22, LMP1 NFkB inh 3, Shn3 3UTR inh -9, NCOA3 inh 10, NR5A2 inv ag 18, TWEAK Fn14 block -4, NR2F2 inh 4, KKLEB tox 8, NCOA1 inh 2 and C8 TRAIL sens 5.
`COc1ccc(N(CC(=O)NCCC(C)C)C(=O)c2snc(C(=O)NC3CCCCC3)c2N)c(OC)c1` gave TROY signal inh -1, CF NFkB block 16, LMP1 NFkB inh -7, Shn3 3UTR inh 31, NCOA3 inh -7, NR5A2 inv ag 0, TWEAK Fn14 block 9, NR2F2 inh -34, KKLEB tox -2, NCOA1 inh 2 and C8 TRAIL sens 8.
O=C(O)CNC(=O)c1ccccc1Br was read as TROY signal inh 6, CF NFkB block 6, LMP1 NFkB inh -7, Shn3 3UTR inh -21, NCOA3 inh -8, NR5A2 inv ag -4, TWEAK Fn14 block 13, NR2F2 inh 3, KKLEB tox 6, NCOA1 inh 2 and C8 TRAIL sens -6.
For CCc1nnc(NC(=O)CSc2nnc(CNc3cccc(C)c3)n2-c2ccccc2)s1 the results were TROY signal inh -5, CF NFkB block 0, LMP1 NFkB inh -12, Shn3 3UTR inh -3, NCOA3 inh 3, NR5A2 inv ag -4, TWEAK Fn14 block 8, NR2F2 inh 4, KKLEB tox 3, NCOA1 inh -25 and C8 TRAIL sens -6.
For Cc1cccc(Oc2ccc(C(=O)NC3CCSC3=O)cn2)c1C (stereo not drawn) the results were TROY signal inh -4, CF NFkB block -6, LMP1 NFkB inh 0, Shn3 3UTR inh -8, NCOA3 inh -11, NR5A2 inv ag -8, TWEAK Fn14 block 2, NR2F2 inh 2, KKLEB tox 0, NCOA1 inh -4 and C8 TRAIL sens 3.
Screening O=C(CCCN1C(=O)/C(=C\c2cccs2)SC1=S)NNC(=O)c1cccnc1 returned TROY signal inh -2, CF NFkB block -17, LMP1 NFkB inh 4, Shn3 3UTR inh -21, NCOA3 inh 16, NR5A2 inv ag 16, TWEAK Fn14 block -25, NR2F2 inh 17, KKLEB tox 16, NCOA1 inh -5 and C8 TRAIL sens -9.
Screening Cc1nn(C(C)C(=O)N2CCCCC2)c(=O)c2c1sc1ccccc12 (stereo not drawn) returned TROY signal inh 22, CF NFkB block 1, LMP1 NFkB inh 4, Shn3 3UTR inh 0, NCOA3 inh -3, NR5A2 inv ag -1, TWEAK Fn14 block 7, NR2F2 inh -1, KKLEB tox 10, NCOA1 inh 2 and C8 TRAIL sens -5.
